# Bioassay records from PubChem BioAssay.
# RORgamma inh – inhibitors of mouse ROR gamma transcriptional activity. Drosophila S2 Gal4-RORgamma UAS-luciferase reporter, 20 h. Potency, µM (top dose mostly 53.6 µM), for inactives: top-dose activity change, negative = inhibition, hits mostly inhibitors. 5.4% of 310,000 active. P51450. AID 2551; also: % is scaled to controls: 0 for no effect and ±100 for the full control effect; nearly all actives have a fitted effect of over 60% in size
# Target sequence (P51450 whole entry, looked up, the tested form may be a part): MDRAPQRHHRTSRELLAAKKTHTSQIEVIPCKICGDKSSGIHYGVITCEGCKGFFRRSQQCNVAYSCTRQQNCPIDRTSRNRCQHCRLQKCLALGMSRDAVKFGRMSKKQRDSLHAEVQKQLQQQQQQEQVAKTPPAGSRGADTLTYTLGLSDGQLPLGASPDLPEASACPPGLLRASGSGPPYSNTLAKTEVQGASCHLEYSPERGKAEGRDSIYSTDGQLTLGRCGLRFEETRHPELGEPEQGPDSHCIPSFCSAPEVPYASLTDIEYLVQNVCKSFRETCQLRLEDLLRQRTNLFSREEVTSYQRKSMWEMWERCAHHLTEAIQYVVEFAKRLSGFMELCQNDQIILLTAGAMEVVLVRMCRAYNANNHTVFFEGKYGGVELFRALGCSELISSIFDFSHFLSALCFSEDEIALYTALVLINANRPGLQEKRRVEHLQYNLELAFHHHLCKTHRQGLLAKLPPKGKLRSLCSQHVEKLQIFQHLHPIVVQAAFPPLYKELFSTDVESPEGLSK
#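 Drosophila S2 cells stably expressing Gal4-DBD/mouse RORγ fusion under metallothionein promoter plus UAS-luciferase; compound 1 h, then 700 uM CuSO4 induction for 20 h at ambient temperature; inhibition read as reduced luminescence.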
# NPC1 promoter act – activates the NPC1 promoter. Huh7 NPC1 promoter luciferase reporter, 24 h. Potency, µM (series often up to 9.22 µM), for inactives: at the top dose activation, most hits filed as activators. 2.4% of 320,000 active;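 also: % of control where 0% means no effect; nearly all actives have a fitted effect of over 60% in size; reporter is driven by a mutant NPC1 promoter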
#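 Stable NPC1-promoter luciferase Huh7 line; cpd (DMSO) 24 h, 37 °C, 5% CO2; Amplite luciferase reagent 10 min RT; luminescence readout. qHTS format.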
# MBNL1 CUG block – blocks human MBNL1 binding to CUG repeat RNA; Q9NR56; TR-FRET MBNL1-His/biotin-(CUG)12 binding, 665/545 ratio; Potency, µM (series often up to 57.5 µM), without a hit: at the top dose activity change, negative = inhibition, most hits filed as inhibitors; 0.036% of 280,000 active; AID 2675; active = well fitted inhibition curve with a large enough effect in the signal ratio, with a control signal flat, not every such curve was filed as active; inconclusive = small, poorly fitted or top-dose-only effect, or effect the other way, or a change in a side signal; inactive = no such curve, though single readings can be large or run the other way; the % refers to the signal ratio; also: % is scaled to controls: 0 for no effect and ±100 for the full control effect
# Target sequence (Q9NR56 whole entry, looked up): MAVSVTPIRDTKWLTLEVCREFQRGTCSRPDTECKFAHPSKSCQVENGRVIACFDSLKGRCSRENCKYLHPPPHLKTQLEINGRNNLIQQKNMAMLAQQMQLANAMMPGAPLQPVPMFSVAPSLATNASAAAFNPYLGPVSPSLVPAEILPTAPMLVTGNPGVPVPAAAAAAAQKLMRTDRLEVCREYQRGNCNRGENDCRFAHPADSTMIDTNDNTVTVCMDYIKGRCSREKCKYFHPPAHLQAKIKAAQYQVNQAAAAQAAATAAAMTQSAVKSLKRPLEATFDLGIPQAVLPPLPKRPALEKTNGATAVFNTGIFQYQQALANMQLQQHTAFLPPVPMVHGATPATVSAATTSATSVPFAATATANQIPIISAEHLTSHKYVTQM
#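 TR-FRET between His-tagged MBNL1 and biotin-(CUG)12 RNA, detected with Tb anti-His antibody (0.055 ng/ul) and streptavidin-XL665 (5 nM), 60 min at room temperature. Compounds titrated 92 nM to 58 uM; 665/545 nm ratio normalized to buffer and complex controls.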
# VP16 counter – Gal4-VP16 reporter inhibition counter-screen | Drosophila S2 Gal4-VP16 UAS-luciferase, luminescence, 20 h | 3.5% of 310,000 active | Potency, µM (top dose mostly 53.6 µM), for inactives: at the top dose activity, negative = inhibition, actives largely listed as inhibitors | AID 2546;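 also: Gal4-VP16 expression switched on by copper sulfate through the metallothionein promoter; % is scaled to controls: 0 for no effect and ±100 for the full control effect; nearly all actives have a fitted effect of over 50% in size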
# Rab9 promoter act – activates the Rab9 promoter; Huh7 Rab9 promoter-luciferase reporter, luminescence, 24 h; Potency, µM (titrated, usually from 9.22 µM), for the others: top-dose activation, negative = inhibition, actives largely listed as activators; 2.8% of 320,000 active; AID 485297; also: % of control where 0% means no effect; nearly all actives have a fitted effect of over 60% in size
#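 Huh7 cells stably carrying Rab9 promoter–luciferase reporter, plated 1500 cells/well, compound added after 2 h and incubated 24 h at 37 °C; luciferase luminescence then read after 10 min with detection reagent.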
# ELG1 genotoxic – inducers of genotoxicity in HEK293T ELG1-luciferase cells; HEK293T ELG1-luciferase reporter, luminescence, 16 h; Potency, µM (doses to about 46 µM), for the others: at the top dose activity change, positive = activation, actives largely listed as activators; 1.3% of 330,000 active; also: % of control where 0% means no effect; nearly all actives have a fitted effect of over 60% in size
#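 Luminescence read-out: rising ELG1-luciferase signal, reflecting elevated ELG1 protein under genetic stress, flags genotoxic compounds. Cells were treated for 16 hr at 37 °C before ONE-Glo detection.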
# p53 reactivator – mutant p53 re-activation in reporter cells. 0.063% of 320,000 active. H1299 p53-A138V BP100-luciferase reporter, luminescence, 24 h. Potency, µM (top dose mostly 92.2 µM), for inactives: at the highest dose activity change, positive = activation, usual class: activators; also: % of control where 0% means no effect; nearly all actives have a fitted effect of over 45% in size
#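 p53-null H1299 cells stably carrying temperature-sensitive p53-A138V and a BP100-luciferase reporter were pinned with compounds (4-point, 1:5 series) and held 24 hrs at 37 deg C. Luminescence was read 10 min after detection reagent.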
# FLuc modulator – firefly luciferase modulation, counter-screen for miR-21 project. purified FLuc, Km substrates, luminescence inhibition. Potency, µM (series often up to 57.5 µM), without a hit: at the top dose activity change, negative = inhibition, most hits filed as inhibitors. 6.9% of 360,000 active. AID 588342;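 also: plate controls were vehicle for no effect and reference inhibitor for full effect; nearly all actives have a fitted effect of over 55% in size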
#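 Biochemical qHTS of compounds, final roughly 60 µM downward over six points, against 10 nM purified firefly luciferase using Km concentrations of substrates (10 uM D-luciferin, 10 uM ATP) in Tris acetate pH 7.5 buffer; luminescence output.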
# BRCA1 expr act – BRCA1 expression activation | MCF7-BRCA1-FFLuc reporter, luminescence, 48 h; response scale: scaled: vehicle 0%, 10 µM genistein 100% | Potency, µM (titrated, usually from 46.1 µM), inactives show top-dose activation, most hits filed as activators | 1.1% of 380,000 active; also: nearly all actives have a fitted effect of over 80% in size; some results filed as inactive show a strong effect at the top dose
#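 Reporter cells (MCF7, BRCA1 promoter-firefly luciferase) received library compounds across a concentration series for 48 h. End-point luminescence was measured and concentration-effect curves derived after normalization.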
# uPA surface inh – cell surface uPA generation inhibition; cell surface uPA generation assay, qHTS; Potency, µM (series often up to 38.3 µM), inactives show at the highest dose activity change, negative = inhibition, actives largely listed as inhibitors; 0.31% of 330,000 active; active = well fitted inhibition curve with a large enough effect; inconclusive = small, poorly fitted or top-dose-only effect; inactive = no such curve, though single readings can be large or run the other way; tested in mouse RAW 264.7 cells; also: % is scaled to controls: 0 for no effect and ±100 for the full control effect; nearly all actives have a fitted effect of over 55% in size
# An asterisk follows results filed as active; u = inconclusive; x = not tested or not shown; & = joins results of further samples; [ ] = another dose, or the depositor's remark. Unless noted, calls follow the shape of the dose curve; as a rule, active = well fitted curve in the direction sought with a large enough effect; inconclusive = small, poorly fitted or top-dose-only effect, or another doubt; inactive = no such curve, though single readings can be large; an effect the other way counts as inactive or inconclusive. Potency is read from the fitted curve at half-maximal effect. Hits appear at their usual frequency. About 13% of those tested had a hit in this group.
compound	RORgamma inh	NPC1 promoter act	MBNL1 CUG block	VP16 counter	Rab9 promoter act	ELG1 genotoxic	p53 reactivator	FLuc modulator	BRCA1 expr act	uPA surface inh
O=C(O)CC1C(=O)NCCN1Cc1ccc(F)c(F)c1 (stereo not given)	-7%	2%	-19%	3%	1%	2%	-9%	-1%	5%	4%
Cc1nc2c(C(=O)NCc3ccc4c(c3)OCO4)c[nH]n2c(=O)c1Cl	24%	1%	-22%	-9%	-3%	-2%	-8%	-4%	15%	14%
C[C@@H]1CN(C(=O)c2cc(COc3cccc(C(F)(F)F)c3)on2)C[C@H](C)O1	35%	-1%	-1%	4%	0%	-12%	-1%	0%	u	10%
O=C(Cn1c(SCC(=O)N2CCc3ccccc32)nc2ccccc21)NC1CCCC1	3%	2%	-14%	-3%	0%	7%	8%	4%	16%	-4%
O=[n+]1cc(-c2ccc(Cl)cc2)n([O-])c2c1CCC2	22%	1%	x	10%	4%	1%	1%	1%	3%	-1%
O=C(COC(=O)c1cccc(C(=O)OCC(=O)c2ccc(Br)cc2)n1)c1ccc(Br)cc1	-7%	5%	2%	-1%	4%	0%	0%	u	15%	-4%
COC(=O)c1c(NC(=O)C(C)C)sc2c1CCN(Cc1ccccc1)C2	1%	-6%	7%	-6%	2%	-10%	10%	0%	-22%	15%
CN(CC(O)COCc1ccccc1F)C1CCCCC1 (stereo not given)	-18%	-1%	-6%	-4%	5%	5%	-4%	-10%	-29%	-9%
CCOc1ccccc1NC(=O)C(CC)Sc1nc2ccsc2c(=O)n1CCC(=O)O (stereo not given)	-9%	3%	-8%	-13%	3%	13%	-9%	0%	-17%	10%
CN1CCN(S(=O)(=O)c2ccc(NN)nc2)CC1	x	-3%	x	x	-3%	1%	4%	-3%	-21%	2%
CCCCCCCCCCC[C@@H](C[C@@H]1OC(=O)[C@H]1CCCCCC)OC(=O)[C@H](CC(C)C)NC=O	-5%&14%	-3%	-3%	-7%&14%	-3%	x	x	0%	-8%	10%
CCn1nc([N+](=O)[O-])c(C(C#N)c2nc3cc(C(F)(F)F)ccc3s2)c(Cl)c1=O (stereo not given)	u	1%	u	u	0%	-12%	-1%	-20%	-41%	x
CC(C)(C)OC(=O)N1CCC(c2c(C(=O)NCC3CCN(C4CCCC4)C3)cnn2-c2ccccc2)CC1 (stereo not given)	8%	1%	9%	2%	0%	-3%	-2%	0%	-15%	-4%
CCN1CCN(CCCNC(=O)CN2C(=O)c3cccnc3Oc3ccc(Cl)cc32)CC1	-6%	-3%	3%	-1%	-4%	2%	5%	0%	1%	0%
C=CCN1C(=O)C2(/C(=C(\O)c3ccc4c(c3)OCCO4)C(=O)C(=O)N2CCCOC)c2ccccc21 (stereo not given)	15%	-2%	8%	-12%	-6%	-8%	8%	-5%	5%	x
COc1ccccc1NC(=O)/C(=C/c1cccs1)NC(=O)c1ccco1	-12%	2%	1%	5%	-4%	0%	0%	-1%	-29%	-8%
CCCOc1ccc(C2C(C(=O)c3cc4ccccc4o3)=C(O)C(=O)N2c2cc(C)on2)cc1OC (stereo not given)	-82%	-1%	40%[activator]	u	-3%	2%	-5%	2%	5%	1%
CC(=O)c1cccc(NC(=O)Nc2cccs2)c1	u	15%	-3%	u	10%	-20%	9%	19µM*	63%	3%
COC(=O)c1ccc(CC(=O)c2nc3ccccc3s2)cc1	-65%	u	x	u	2.8µM*	u	u	3µM*	45%	-1%
Cc1ccc(C(=O)NCC(=O)OCC(=O)NCCNC(=O)COC(=O)CNC(=O)c2ccc(C)cc2)cc1	x	-5%	x	x	0%	3%	-1%	8%	-6%	19%
O=c1c2ccccc2nc2n1CC/C2=C\c1ccccc1[N+](=O)[O-]	9%	u	11%	-14%	u	9%	u	u	x	x
CC1CCN(S(=O)(=O)c2ccc(NC(=O)Cc3ccccc3)cc2)CC1	u	1%	2%	11%	6%	-3%	0%	3%	-3%	-2%
COc1ccc(-n2ncc3c(NCc4cccs4)ncnc32)cc1	-7%	2.5µM*	8%	-16%	1.1µM*	u	16%	9.5µM*	u	-6%
CCC(=O)NC(c1ccccc1Cl)c1c(O)ccc2ccccc12 (stereo not given)	1%	3%	u	-8%	10%	-1%	-3%	1%	-33%	1%

# By substructure: those above containing an aryl thioether with sulfur outside any ring (two)
compound	RORgamma inh	NPC1 promoter act	MBNL1 CUG block	VP16 counter	Rab9 promoter act	ELG1 genotoxic	p53 reactivator	FLuc modulator	BRCA1 expr act	uPA surface inh
O=C(Cn1c(SCC(=O)N2CCc3ccccc32)nc2ccccc21)NC1CCCC1	3%	2%	-14%	-3%	0%	7%	8%	4%	16%	-4%
CCOc1ccccc1NC(=O)C(CC)Sc1nc2ccsc2c(=O)n1CCC(=O)O (stereo not given)	-9%	3%	-8%	-13%	3%	13%	-9%	0%	-17%	10%

# Continuation:
compound	RORgamma inh	NPC1 promoter act	MBNL1 CUG block	VP16 counter	Rab9 promoter act	ELG1 genotoxic	p53 reactivator	FLuc modulator	BRCA1 expr act	uPA surface inh
CC(C)(C)NCc1ccccc1OCc1cccs1	-8%	2%	-3%	-4%	-11%	-1%	-3%	1%	15%	-13%
COc1ccc(Nc2ncc3c(n2)CC(c2ccc(C)cc2)CC3=O)cc1 (stereo not given)	17%	-1%	8%	4%	-9%	-6%	1%	-6%	4%	2%
COc1ccc(NC(=O)CN2CCC(NC(=O)c3ccc(OC)cc3)CC2)cc1	-24%[1.91 µM]	1%	-1%	-4%	5%	0%	x	u	0%	-2%
CC(C)c1ccc(CNc2ccc(N3CCOCC3)cc2)cc1	20%	11%	1%	-28%	3%	u	6%	u	-35%	-6%
CCOC(=O)c1sc2nc3c(SCCC(=O)O)cc(C(=O)c4cc(OC)ccc4O)cn3c(=O)c2c1C	u	1%	4%	-7%	2%	1%	-2%	3µM*	-4%	-15%
C=CCn1cnc2c(oc3ccccc32)c1=O	2%	7%	1%	-3%	9%	10%	10%	u	45%	-5%
O=C(CSc1ncn[nH]1)N1CCN(S(=O)(=O)c2ccccc2)CC1	-14%	1%	-2%	-12%	1%	-6%	2%	2%	2%	4%
CCc1ccc(N(C(=O)c2csnn2)C(C(=O)NC(C)(C)CC)c2ccccn2)cc1 (stereo not given)	-27%	-3%	-7%	22%	14%	-1%	9%	3%	-2%	6%
Cc1cc2oc(=O)cc(CSc3nnc(C)n3N)c2cc1C(C)C	-12%	-6%	u	0%	2%	2%	-21%	5%	13%	-11%
C=CCNC(=O)CN1CCC(c2nc3ccccc3[nH]2)CC1	-20%	0%	0%	-8%	3%	-2%	1%	-1%	9%	4%
Cc1cccc(NC(=O)CNC(=O)c2ccc3nc[nH]c3c2)c1C	x	-1%	x	x	-2%	0%	8%	0%	9%	8%
CCOc1ccc(/C=N/N2CCN(Cc3ccccc3)CC2)cc1	31%	-1%	3%	-5%	2%	5%	-1%	-1%	-18%	7%
CCN(Cc1ccccc1)S(=O)(=O)c1cc(C(=O)NC2CCCCCC2)ccc1OC	5%	-3%	u	-15%	0%	-3%	8%	1%	-72%	-4%
CCc1c(C2(O)CCCCC2)[nH]c2ccc(C(F)(F)F)cc12	u	0%	3%	-28%	-8%	-5%	-2%	-13%	-13%	-16%
COc1ccc2c(C(=O)CN3CCSCC3)c[nH]c2c1	9%	u	x	-3%	29%	8%	12%	u	65%	1%
O=C(CCN1CCN(c2ccccc2F)CC1)Nc1ccccc1Cl	3%	-2%	-12%	2%	0%	4%	13%	0%	-14%	12%
Cc1c(NC2(C#N)CCCCC2)c(=O)n(-c2ccccc2)n1C	-19%	-8%	-9%	5%	-2%	-1%	3%	0%	21%	-2%
Brc1ccc(Nc2nc(-c3cccnc3)cs2)cc1	14%	0%	-2%	-5%	29%	u	3%	u	2%	-3%
Cc1nn(CCOc2ccc(Br)cc2)c(C)c1[N+](=O)[O-]	-16%	-7%	-1%	-6%	-5%	-4%	0%	-5%	-2%	3%
CN(C)CCCN(C(=O)c1cc(Cl)sc1Cl)c1nc2cc3c(cc2s1)OCO3	-16%	-4%	-3%	-17%	-5%	4%	u	-12%	-70%	-25%
CC(C)CC(=O)NC(=S)Nc1cccc(NC(=O)c2ccccc2Cl)c1	u	-3%	3%	u	-6%	-11%	1%	u	-1%	-4%
O=C1CC(c2ccc(F)c(Br)c2)C2=C(CCCC2=O)N1 (stereo not given)	5%	0%	9%	-7%	-3%	-2%	-4%	1%	-26%	0%
CCN(CC)Cc1c(C(=O)N/N=C/c2cccc(OCc3ccc(F)cc3)c2)nnn1-c1nonc1N	17%	-6%	3%	-10%	1%	0%	u	1%	22%	2%
Cc1ccc(C(=O)NC2c3ccccc3-c3ccccc32)cc1	u	-20%	-1%	1%	-10%	0%	-33%[inhibitor]	2%	-69%	-5%
O=C(CSc1nnc(-c2ccc3c(c2)OCCO3)o1)N1CCCC1	-42%	u	-15%	u	2.5µM*	u	2%	6.7µM*	-39%	-8%
CCC(C)C(NC(N)=O)C(=O)Nc1ccc(S(=O)(=O)Nc2ccc(OC)cc2)cc1 (stereo not given)	13%	-8%	-1%	-11%	0%	-1%	4%	2%	-12%	1%
Cc1cccc(C(=O)Oc2ccc(/C=N/O)cc2)c1	5.6µM*	26%	16%	2µM*	15%	u	u	7.6µM*	54%	-5%
